Screening results from PubChem BioAssay.
FAS TE block = blocks the thioesterase domain of human fatty acid synthase; AID 602261; inhibition, % at 15 µM; 360,000 tested, 0.67% active; recombinant FAS-TE, OMFH fluorogenic substrate, fluorescence endpoint;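 active = compounds whose normalised, plate-corrected inhibition of enzyme fluorescence in the single-dose primary screen is 50% or more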;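 also: 0% = DMSO with enzyme and 100% = substrate without enzyme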
Neddylation inh = inhibitors of human cullin neddylation | P61081+Q13564 | TR-FRET cullin neddylation, biochemical | calls only at 25 µM | 360,000 tested, 0.58% active; in the data active = inhibition above about 36%
CSN deneddyl inh = inhibitors of human CSN-mediated cullin deneddylation | Q92905 | inhibition, % at 12.5 µM | 360,000 tested, 0.38% active | Purified CSN, SCF-Nedd8-OG deneddylation, fluorescence polarization;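 active = pattern-corrected inhibition above about 35%, with an unprinted fluorescence ratio check between 0.5 and 1.5, limit read from the data, passing the limit was not always enough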;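 also: 0% = enzyme with substrate and 100% = substrate without enzyme; some results filed as inactive read as strong as hits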
Target sequence (Q92905 whole entry, looked up, one chain of several): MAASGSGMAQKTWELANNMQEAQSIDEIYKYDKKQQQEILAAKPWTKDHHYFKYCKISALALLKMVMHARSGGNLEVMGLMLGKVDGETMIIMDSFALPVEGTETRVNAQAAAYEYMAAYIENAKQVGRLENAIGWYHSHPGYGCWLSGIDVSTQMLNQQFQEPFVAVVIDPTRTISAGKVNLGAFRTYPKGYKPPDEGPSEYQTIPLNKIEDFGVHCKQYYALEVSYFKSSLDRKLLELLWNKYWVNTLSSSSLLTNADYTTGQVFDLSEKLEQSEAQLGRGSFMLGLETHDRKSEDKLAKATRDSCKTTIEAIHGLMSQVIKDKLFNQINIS
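Test system: Human Csn5 produced in HEK293T cells | Compound: 12.5 µM single point | Times: 90 min, room temperature | Signal: Fluorescence polarization readout | Read-out basis: % inhibition of substrate cleavage by Csn5 | Controls: no-enzyme wells high, enzyme-with-substrate wells low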
MsrA act = activators of bovine methionine sulfoxide reductase A. purified bovine MsrA, absorbance read-out. activation, % at 10.6 µM. 360,000 tested, 0.3% active. AID 602163; in the data active = activation above about 7.5%;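 also: 0% = vehicle and 100% = reference activator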
MLLE-PAM2 inh = blocks PAM2 peptide binding to the PABP1 MLLE domain. 360,000 tested, 0.36% active. AID 588489. inhibition, % at 20 µM. P11940. GST-MLLE / FITC-PAM2 fluorescence polarization; in the data active = inhibition above about 35%, passing the limit was not always enough;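 also: plate controls were DMSO wells with GST-MLLE for no effect and wells lacking GST-MLLE protein for full effect; some results filed as inactive read as strong as hits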
Target sequence (P11940 whole entry, looked up, the tested form may be a part): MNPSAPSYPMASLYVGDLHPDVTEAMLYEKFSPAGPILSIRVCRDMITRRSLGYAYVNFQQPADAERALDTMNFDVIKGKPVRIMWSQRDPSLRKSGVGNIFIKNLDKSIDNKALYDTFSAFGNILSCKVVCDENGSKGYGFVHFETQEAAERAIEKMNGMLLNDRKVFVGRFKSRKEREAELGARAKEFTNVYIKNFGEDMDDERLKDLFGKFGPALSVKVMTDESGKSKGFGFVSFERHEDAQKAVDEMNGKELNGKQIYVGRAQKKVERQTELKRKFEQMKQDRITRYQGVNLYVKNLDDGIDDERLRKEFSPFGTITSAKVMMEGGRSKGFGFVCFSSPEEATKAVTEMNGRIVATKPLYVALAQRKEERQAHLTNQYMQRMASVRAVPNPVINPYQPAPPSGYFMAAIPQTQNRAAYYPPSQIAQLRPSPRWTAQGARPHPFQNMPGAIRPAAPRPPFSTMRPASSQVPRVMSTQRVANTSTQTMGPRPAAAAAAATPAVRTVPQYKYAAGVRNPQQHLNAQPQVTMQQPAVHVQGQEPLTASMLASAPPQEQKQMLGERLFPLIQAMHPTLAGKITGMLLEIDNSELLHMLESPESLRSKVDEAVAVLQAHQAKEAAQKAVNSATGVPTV
Rin1 Abl inh = blocks binding of human Rin1 to Abl. P00519+Q13671. TR-FRET Rin1/Abl binding, biochemical. inhibition, % at 7.35 µM. 360,000 tested, 0.4% active. AID 588664; in the data active = inhibition above about 5%, passing the limit was not always enough
Tb MetRS inh = Trypanosoma brucei MetRS inhibition; purified T. brucei MetRS, ATP depletion, Kinase-Glo luminescence; AID 624268; 360,000 tested, 0.4% active; inhibition, % at 11.9 µM;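 active = inhibition above a per-plate cutoff of the control wells' mean inhibition plus 3 SD, cut at about 5.5% in these data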;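 also: 0% = DMSO wells median and 100% = median of wells with control inhibitor compound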
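Material – parasite MetRS enzyme · Medium – HEPES-MgCl2-KCl buffer plus DTT, spermine, BSA, pyrophosphatase · Reagent – ATP, methionine and E. coli bulk tRNA substrates · Times – 15 min enzyme-compound preincubation, 2 h reaction, 10 min detection, 25 °C · Measured by – luminescence of leftover ATP · Evaluation – percent inhibition relative to median high and low control wells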
E coli Lon inh = E. coli protease La inhibition. P0A9M0. purified E. coli Lon protease, fluorescence polarization. inhibition, % at 7.94 µM. 360,000 tested, 0.42% active. AID 602123; in the data active = inhibition above about 13%, passing the limit was not always enough;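 also: 0% = enzyme with probe and DMSO and 100% = no enzyme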
MsrA inhibitor = inhibits bovine methionine sulfoxide reductase A. purified bovine MsrA, absorbance read-out. inhibition, % at 15.5 µM. 360,000 tested, 0.75% active; in the data active = inhibition above about 4.5%;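 also: 0% = vehicle wells with enzyme and 100% = reference inhibitor wells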
* = called active by the depositor; i = inactive; / = not tested or not shown; + = active, no number. Compounds were not picked by outcome. About 4% of those tested had a hit in this group.

Each structure is followed by: MsrA inhibitor | FAS TE block | Rin1 Abl inh | E coli Lon inh | Tb MetRS inh | MLLE-PAM2 inh | MsrA act | Neddylation inh | CSN deneddyl inh
O=C1CN(C(=O)c2ccccc2[N+](=O)[O-])C(c2ccccc2)c2cc(Br)ccc2N1 (stereo not drawn)
    -0.8 | 14 | 1 | 0 | -0.6 | 13 | -3 | i | -2
COc1cc(NC(=O)c2ccc3c(c2)OCCO3)ccc1NC(=O)c1ccccc1Cl
    -1.2 | 16 | -1 | -10 | -0.1 | -7 | -4 | i | 0
Nc1nc2ccc(NC(=O)c3ccco3)cc2s1
    0.1 | -6 | 0 | -10 | 0.6 | -58 | -2 | i | 3
CCN(CC(=O)Nc1ccccc1OC)CC(=O)Nc1ccccc1C(F)(F)F
    -0.3 | -2 | 0 | 11 | -0.1 | -4 | 1 | i | -8
CC1(C)C(c2ccccn2)=[N+]([O-])C(C)(C)N1O
    0.0 | -3 | 0 | -6 | 0.2 | 5 | -4 | i | 4
CCCCN(C)C(=O)Cn1cnc2sc(C)cc2c1=O
    -0.9 | -4 | 0 | -5 | -1.7 | 0 | -6 | i | 0
Cc1cc2[nH]c(=O)c(=O)[nH]c2cc1S(=O)(=O)Nc1cccc(Cl)c1
    0.8 | 7 | -4 | -7 | 1.1 | 5 | -11 | i | 8
COc1ccc(NC(=O)CN(C)C(=O)c2ccc(-c3cccc(C(F)(F)F)c3)o2)cc1
    -0.8 | 20 | -1 | -3 | 0.0 | -4 | -2 | i | -1
CC(=O)NCc1ccc(C(=O)CCl)cc1
    -0.9 | -11 | 1 | 0 | 1.1 | 7 | -5 | i | 4
O/N=C/c1cn(-c2ccccc2)nn1
    0.3 | -2 | -1 | 2 | 0.0 | 0 | -2 | i | 2
COc1cc(NC2CCCCC2O)c2nc(-c3ccc(Cl)cc3)ccc2c1 (stereo not drawn)
    0.0 | 22 | 0 | -4 | 0.1 | -5 | 1 | i | 2
CC(=O)Nc1cccc(-c2csc(Nc3ccc(Cl)cn3)n2)c1
    -0.3 | 17 | 0 | 5 | 0.0 | -1 | -3 | i | 10
COc1cccc(/C=N/Nc2snc(SC)c2C#N)c1
    1.5 | -7 | 1 | 0 | -1.2 | 10 | -10 | i | -3
Cn1ccc2c(-c3cccc4ccccc34)cc3c(c21)C1CCC3O1 (stereo not drawn)
    -0.6 | 19 | 0 | -1 | -1.4 | -7 | -13 | / | -4
O=c1cc(S(=O)(=O)Cc2ccccc2)[nH]c(=O)[nH]1
    0.0 | -9 | 2 | 2 | -0.2 | 0 | -2 | i | 0
COc1cc(NCC(=O)Nc2cccc(S(=O)(=O)N3CCCCC3)c2)cc(OC)c1OC
    0.3 | 8 | 3 | -11 | -0.5 | 6 | -10 | i | 2
CCN(CC)c1ccc(N2C(=NC(=O)C3CCCO3)SC3CS(=O)(=O)CC32)cc1 (stereo not drawn)
    -0.3 | -3 | 1 | -8 | -0.2 | -4 | -4 | i | 1
COc1ccc(Cl)cc1NC(=O)CCN1CCN(C)CC1
    0.8 | -7 | -2 | -3 | -1.3 | 3 | -7 | i | -1
CCc1cc(CNC(=O)C2CCC(=O)N(Cc3cccc(F)c3)C2)on1 (stereo not drawn)
    0.2 | -8 | -2 | -18 | -0.4 | -18 | -3 | i | -3
Cc1ccc[n+](C(C)C(=O)Nc2ccc(C)c([N+](=O)[O-])c2)c1 (stereo not drawn)
    -0.2 | -2 | 5 | -9 | 0.7 | -15 | 0 | i | 5
CCOC(=O)C(NC(=O)c1ccc(OC)cc1)(N1CCOCC1)C(F)(F)F (stereo not drawn)
    -1.4 | -6 | -1 | -3 | -0.1 | 11 | -1 | i | 1
CC1(C)OC(=O)C(=CNc2ccccc2)C(=O)O1
    1.6 | -11 | -1 | -2 | 0.3 | -5 | -4 | i | 5
Cc1nc2sc(C(=O)c3ccccc3)c(N)c2c2c1CCCC2
    0.5 | 33 | 1 | 9 | -0.1 | -3 | -7 | + | -4
Cc1ccc(S(=O)(=O)N2CCCCC2)cc1NC(=O)COC(=O)C1=COCCO1
    -0.5 | -5 | 0 | 2 | 0.8 | 4 | -4 | i | -6
Cc1cccc(NC(=O)C(C)N2C(=O)C3C4CC(C(Br)C4Br)C3C2=O)c1 (stereo not drawn)
    0.7 | 20 | 0 | 4 | -0.2 | 2 | 0 | i | -4
O=C(CN1C(=O)C2CC=C(Cl)CC2C1=O)N1CCOCC1 (stereo not drawn)
    0.3 | -3 | -4 | -11 | -0.2 | -6 | -2 | i | -1
O=C1CC(Nc2ccccc2)C(=O)N1CCc1ccccc1 (stereo not drawn)
    -0.6 | 0 | 2 | 8 | -0.6 | 7 | -1 | i | 3
Nc1ncnc2c1ncn2C1O[C@H](CO)[C@@H](O)[C@@H]1O (stereo partly drawn)
    -1.0 | 2 | -1 | -5 | 0.9 | 4 | 0 | i | -5
CC(C(=O)N(C)C)N1c2cccc3cccc(c23)S1(=O)=O (stereo not drawn)
    0.9 | -5 | -3 | -5 | -0.2 | 10 | -5 | i | -2
N/C(=N\OC(=O)N1c2ccccc2Sc2ccccc21)c1ccccc1
    0.4 | 24 | 0 | -3 | -0.1 | -4 | -12 | i | -3
O=C(CSc1ncnc2sc3c(c12)CCCC3)c1ccccc1
    0.0 | 26 | 0 | 3 | 0.3 | 9 | -2 | i | 1
CCCCOc1ccc(C(=O)N2CCCC2)cc1
    -0.1 | -8 | 0 | -6 | -1.4 | 8 | -5 | i | 5
Cc1cc(C)cc(NC(=O)N2c3ccccc3NC(=O)CC2C)c1 (stereo not drawn)
    -0.7 | -9 | 0 | -4 | -0.1 | 8 | -3 | i | -4
O=C(Cc1cccc2ccccc12)Nc1cc(C(=O)O)cc(C(=O)O)c1
    1.4 | -6 | -1 | -8 | -1.4 | -11 | 0 | i | 0
O=C1NC(=Nc2ccc(O)cc2)S/C1=C/c1ccco1
    4.7* | -5 | -3 | -4 | 1.1 | -21 | -7 | i | 5
CCN(CC(=O)NCc1cccs1)C(=O)CCC(=O)c1ccc(F)cc1
    0.6 | -4 | -1 | -9 | -0.2 | 9 | -1 | i | -1
CC(C)(C)OC(=O)N[C@H](C(=O)OC(C)(C)C)c1ccc2ccccc2c1
    -0.9 | 19 | 1 | -5 | 0.0 | 0 | -13 | i | 7
CCN1C(=O)/C(=C2\SC(=S)N(NC(=O)c3ccccc3O)C2=O)c2ccccc21
    -0.6 | 4 | -4 | 4 | -0.8 | 39* | -4 | i | -2
O=S(=O)(Nc1ccc(-c2nnc(SCc3ccc(Cl)cc3)o2)cc1)c1ccccc1
    -0.1 | 30 | 0 | -18 | -1.3 | -47 | -10 | i | 3
Cc1cccc(C)c1-n1nnnc1-c1nc2ccccc2[nH]c1=O
    0.8 | -1 | / | -1 | 0.1 | / | -2 | i | -3
CC(C)(C)C(=O)Oc1cc(N)n(S(=O)(=O)c2ccccc2)n1
    1.8 | -8 | -2 | -3 | 0.2 | -10 | -3 | i | -1
CC1CCCC(NS(=O)(=O)c2cc(Br)cnc2N)C1C (stereo not drawn)
    -1.1 | 10 | -2 | 2 | -0.1 | -7 | -1 | i | 4
Fc1ccc(CCNC(=S)Nc2ccc(F)c(Cl)c2)cc1
    0.7 | 26 | -1 | 3 | 1.3 | 0 | 0 | i | 3
O=C(Nc1cccnc1)c1ccccc1O
    1.1 | -4 | 2 | -3 | -0.1 | -1 | 0 | i | -2
CCN(CC)CCCN=C(C)C1=C(O)c2ccccc2C1=O
    2.1 | -2 | -1 | -6 | -0.1 | 1 | -5 | i | -2
Clc1ccc2nc(-c3ccc(Br)s3)cn2c1
    0.0 | 5 | -7 | 9 | 0.0 | 3 | -4 | i | -1
O=C(N=Nc1c(O)[nH]c2ccccc12)c1cc(NS(=O)(=O)c2cccs2)cc(NS(=O)(=O)c2cccs2)c1
    0.2 | 8 | 1 | 0 | 0.5 | 2 | -2 | i | -1
CN(CC(=O)N1CCN(c2ccccn2)CC1)S(=O)(=O)c1ccc(Br)cc1
    -1.0 | -4 | -2 | 2 | -0.3 | -6 | 0 | i | 2
O=C(CSc1nc2ccccc2c(=O)[nH]1)N1CCN(S(=O)(=O)c2ccccc2)CC1
    / | -2 | 1 | 1 | -0.1 | 10 | -3 | i | 1
CC(=O)C1=C(O)C(=O)N(CCCO)C1c1ccccc1 (stereo not drawn)
    0.9 | -7 | 2 | -2 | -0.5 | -9 | -5 | i | 6
CN(C)S(=O)(=O)c1ccc(C(=O)NCCOc2ccc(F)cc2)cc1
    0.3 | 4 | 0 | 0 | -0.6 | 6 | -2 | i | -1
CC(=O)c1ccc(OCc2cc(C(=O)N(C)Cc3ccccn3)no2)cc1
    0.2 | -6 | 1 | -2 | -0.3 | -17 | -5 | i | 0
Cc1ccc(N(CCC#N)C(=O)COC(=O)C2CCN(S(=O)(=O)c3ccc(C)c(C)c3)CC2)cc1
    0.2 | 17 | 1 | -3 | -0.1 | 5 | 0 | i | 2
COCc1cc(C)nc(SCC[N+](C)(C)CC(=O)c2ccccc2)c1C#N
    -0.6 | 7 | -2 | 5 | -0.1 | -3 | -8 | i | -5
O=C(NCc1ccccc1)C1(c2ccccc2)CCN(S(=O)(=O)c2ccccc2)CC1
    -0.4 | 18 | 1 | -1 | -1.6 | -8 | -13 | i | -2
O=S(=O)(c1ccccc1)N1CCN(Cc2nnc(-c3ccccc3)o2)CC1
    0.5 | -1 | 0 | -13 | 1.2 | 10 | -2 | i | -6
CC1CCCCN1CCCNC(=O)C1CCN(c2nnc(-n3cccc3)s2)CC1 (stereo not drawn)
    -0.1 | -4 | 1 | 0 | 0.1 | -4 | 2 | i | 1
COc1ccc(C(=O)Cn2nnc(-c3ccccc3NC(=O)C3CC3)n2)cc1
    0.0 | 16 | 3 | -1 | -1.2 | 5 | -10 | i | -1
Cc1ccc(S(=O)(=O)NCCC(=O)NCc2ccccc2)cc1
    0.8 | -11 | 0 | -6 | -0.8 | 6 | -4 | i | 3
O=C1CC(c2ccccc2)NC(=S)N1 (stereo not drawn)
    1.2 | -10 | 3 | -1 | -0.3 | 11 | -1 | i | -2

Limited to MsrA act, for two of the compounds above:
SMILES	MsrA act
CC(C)(C)C(=O)Oc1cc(N)n(S(=O)(=O)c2ccccc2)n1	-3
CC1CCCC(NS(=O)(=O)c2cc(Br)cnc2N)C1C (stereo not drawn)	-1

Additional compounds follow:
Each structure is followed by: MsrA inhibitor | FAS TE block | Rin1 Abl inh | E coli Lon inh | Tb MetRS inh | MLLE-PAM2 inh | MsrA act | Neddylation inh | CSN deneddyl inh
O=C(Nc1cccc(S(=O)(=O)N2CCCC2)c1)c1ccco1
    -0.3 | 5 | 3 | 11 | -0.6 | -5 | -6 | i | -5
CCc1c(C)c2ccc(O)c(CN3CCCC3)c2oc1=O
    2.0 | -6 | 2 | 0 | -1.7 | -4 | -12 | / | -3
CN1CCN(C(=O)c2ccc(NC(=O)c3ccc(Br)o3)cc2)CC1
    0.9 | -8 | / | -7 | -0.1 | / | -1 | i | -1
CSc1ccc(C2C3(C#N)C(N)=NC4(OCCO4)C23C#N)cc1 (stereo not drawn)
    -0.7 | -4 | -1 | 0 | -1.7 | -3 | -8 | i | -1
